# Scp1 inh: Scp-1 phosphatase inhibitors, primary screen, biochemical, colorimetric, uHTS. hit rate 0.88% among 340,000. Recombinant Scp1, phosphopeptide, malachite green phosphate absorbance. inhibition, % at 20 µM;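 active = inhibition above about 50% at 20 µM, limit read from the data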;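 also: plate controls were DMSO wells with enzyme for no effect and wells lacking enzyme for full effect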
#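 Incubation: 45 min enzyme reaction at room temperature / System: truncated SCP-1 phosphatase (76-261aa) / Reagent: Phospho 17-mer peptide substrate / Buffer or medium: Acidic Tris acetate buffer with magnesium and detergent / Signal: absorbance at 630 nm / Doses: one concentration, 20 µM, with 1.0% DMSO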
# CendR NRP1 mod: modulators of CendR peptide binding to NRP-1, primary screen, biochemical, fluorescence polarization, uHTS; Neuropilin-1 (Homo sapiens), O14786; FAM-RPARPAR peptide binding to NRP-1; inhibition, % at 25 µM; hit rate 0.85% among 360,000;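 active = inhibition or corrected inhibition above about 18%, plus a signal ratio from 0.5 to 1.5, limit read from the data, passing the limit was not always enough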; also: strong numbers were not always called active
# MT1-MMP act inh: blockers of MT1-MMP proenzyme processing, primary screen, HT1080 RFP-PRO-GFP cells, GFP/RFP fluorescence; hit rate 0.061% among 360,000; GFP/RFP ratio change, % at 20 µM; AID 651647, 2012; GFP/RFP ratio fluorescence, overnight; percent of plate control window, DMSO zero;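 active = GFP/RFP ratio change of at least 30% with cell ATP level not reduced by more than half and red fluorescence within 50% of control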; also: strong numbers were not always called active
#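 Assay system: HT1080 cells carrying an RFP-PRO-GFP reporter | Dosing: Single dose of 20 µM compound, 1% DMSO final | Incubation: Cells overnight before dosing, compound overnight, 37 °C, 5% CO2 | Evaluation: GFP/RFP fluorescence ratio | Control set: DMSO and RFP-L50D-GFP cell wells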
# LMPTP inh: LMPTP phosphatase inhibitors, primary screen, biochemical, fluorescence intensity, uHTS. AID 651560, 2012. recombinant LMPTP-A, OMFP fluorogenic substrate. hit rate 0.22% among 360,000. inhibition, % at 20 µM;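 active = compounds that cut the enzyme signal by at least half of the control window in the single-dose screen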;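 also: plate controls were DMSO wells with enzyme plus substrate for no effect and substrate without enzyme for full effect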
#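 Test system: LMPTP-A phosphatase enzyme; input: 0.625 nM LMPTP-A final; reagent: OMFP substrate, 400 µM final; compound dosing: 20 µM single dose, 3% DMSO; incubation: 50 min dark incubation at room temperature; measured by: endpoint fluorescence intensity from OMFP dephosphorylation; measure: % inhibition relative to no-enzyme and uninhibited control wells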
# Rpn11 inh: Rpn11 (PSMD14) deubiquitinase inhibitors, primary screen, biochemical, fluorescence polarization, uHTS | AID 588493, 2011 | hit rate 0.59% among 360,000 | calls only at 20 µM | human 26S proteasome, Ub4-pepOG fluorescence polarization; 20S core pre-blocked with epoxomicin;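 active = inhibition at 20 µM, scaled to each plate's controls, above about 33%, limit read from the data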
# Target sequence (O00487 whole entry, looked up): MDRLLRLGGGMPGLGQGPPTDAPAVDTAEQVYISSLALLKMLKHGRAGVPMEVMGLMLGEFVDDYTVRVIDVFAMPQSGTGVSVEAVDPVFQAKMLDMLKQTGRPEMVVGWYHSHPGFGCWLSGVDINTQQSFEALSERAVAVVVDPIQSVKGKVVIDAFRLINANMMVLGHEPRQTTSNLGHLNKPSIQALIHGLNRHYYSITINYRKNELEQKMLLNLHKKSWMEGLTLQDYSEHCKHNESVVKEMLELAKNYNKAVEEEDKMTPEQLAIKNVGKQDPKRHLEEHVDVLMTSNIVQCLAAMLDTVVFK
# SKN-1 inh: suppressors of acrylamide-induced Pgst-4::GFP reporter in worms, primary screen, SKN-1 inhibitor project, whole organism, uHTS, GFP/RFP fluorescence ratio, strain VP596. C. elegans VP596 Pgst-4::GFP/RFP ratio, 24 h. inhibition, % at 21.8 µM. hit rate 0.49% among 360,000;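 active = interference check ratio from 0.5 to 1.5 plus GFP to RFP signal ratio inhibition reaching or exceeding a fixed threshold, cut at about 30% in these data, passing the limit was not always enough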; also: some compounds called inactive have numbers as strong as hits
# SUMO1 PPI mod: modulators of SUMO1 protein-protein interactions, primary screen, biochemical, uHTS; Small ubiquitin-related modifier 1 (Homo sapiens), P63165; SUMO1 binding to a labelled peptide, TR-FRET, 1 h; inhibition, % at 20 µM; hit rate 0.33% among 360,000; in the data active = inhibition above about 37%
# NadD inh: inhibitors of S. aureus NadD, primary screen, biochemical, colorimetric, uHTS. Nicotinate-nucleotide adenylyltransferase NadD (Staphylococcus aureus N315). inhibition, % at 20 µM. purified NadD enzyme, colorimetric absorbance read-out. hit rate 0.78% among 360,000; in the data active = inhibition above about 26%; also: some compounds past the cut are filed as inactive
# STEP inh: STEP phosphatase inhibitors, primary screen, biochemical, fluorescence intensity, uHTS; Tyrosine-protein phosphatase non-receptor type 5 (Homo sapiens), P54829; recombinant STEP, OMFP fluorogenic substrate; inhibition, % at 20 µM; hit rate 0.25% among 360,000;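 active = inhibition at 20 µM, scaled per plate between control wells, above about 37%, limit read from the data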;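 also: 0% = DMSO with enzyme and substrate and 100% = substrate only without enzyme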
# Target sequence (P54829 whole entry, looked up): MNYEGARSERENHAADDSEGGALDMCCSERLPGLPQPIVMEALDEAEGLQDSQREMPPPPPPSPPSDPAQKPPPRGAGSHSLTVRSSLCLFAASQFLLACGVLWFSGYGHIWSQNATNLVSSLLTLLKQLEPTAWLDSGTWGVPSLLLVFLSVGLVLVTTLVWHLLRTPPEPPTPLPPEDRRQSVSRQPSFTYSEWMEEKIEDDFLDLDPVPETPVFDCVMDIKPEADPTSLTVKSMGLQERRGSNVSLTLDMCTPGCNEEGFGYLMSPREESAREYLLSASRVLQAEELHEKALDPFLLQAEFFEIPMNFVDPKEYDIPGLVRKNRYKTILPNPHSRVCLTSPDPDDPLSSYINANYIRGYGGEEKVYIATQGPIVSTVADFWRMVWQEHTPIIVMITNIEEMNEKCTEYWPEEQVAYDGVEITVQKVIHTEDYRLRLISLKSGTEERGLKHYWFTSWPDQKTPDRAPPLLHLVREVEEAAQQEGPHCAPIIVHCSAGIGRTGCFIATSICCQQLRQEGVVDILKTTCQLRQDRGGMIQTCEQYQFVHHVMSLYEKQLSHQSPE
#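 Material: STEP (striatal-enriched tyrosine phosphatase) enzyme, cell-free | Medium: 50 mM Bis-Tris pH 6.0 with 2.5 mM DTT and 0.005% Tween 20 | Read-out: Percent inhibition scaled to no-enzyme and uninhibited-enzyme controls, plate-pattern corrected | Signal: Fluorescence read at 480 nm ex / 540 nm em | Times: 20 min reaction, room temperature, in the dark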
# DNMT1 inh: human DNMT1 methyltransferase inhibitors, primary screen, biochemical, molecular beacon, fluorescence, HinP1I cleavage, uHTS. DNA (cytosine-5)-methyltransferase 1 (Homo sapiens), P26358. inhibition (reported as % activation of signal), % at 10 µM. hit rate 0.83% among 360,000; in the data active = inhibition above about 50%
# * hit, by the source's call; i = inactive; nt = no result given; & = joins results of further samples.
entry	Scp1 inh	CendR NRP1 mod	MT1-MMP act inh	LMPTP inh	Rpn11 inh	SKN-1 inh	SUMO1 PPI mod	NadD inh	STEP inh	DNMT1 inh	SMILES
1	-6	11	4	2.0	i	17	0	-7	0	-9	CCOc1ccc(N2C(=O)CC(SC(=NC)Nc3cccc(F)c3)C2=O)cc1 (stereo not given)
2	-11	10	2	-2.4	i	-4	5	-5	0	3	CCCOc1ccc(N2CC(C(=O)NCCc3ccc(OC)c(OC)c3)CC2=O)cc1 (stereo not given)
3	-3	9	4	2.1	i	-9	-3	-3	-2	1	Cc1ccccc1NC(=O)N1CCCN(c2ccc(C#N)cn2)CC1
4	-5	11	3	0.3	i	-9	-1	-4	0	5	CCCOc1ccc(CNC(=S)NCc2ccc(OC(C)C)cc2)cc1
5	-3	11	3	0.5	i	-15	0	6	3	0	O=c1cc(-c2ccccc2)c2ccccc2[nH]1
6	-1	3	-4	2.1	i	-2	-4	-6	8	-2	CN(C)C(=O)NC(NC(=S)Nc1ccccc1)C(Cl)(Cl)Cl (stereo not given)
7	nt	-27	3	0.6	i	22	3	3	0	1	COc1ccc(-c2cc(C(=O)Nc3ccc(OC)c(OC)c3)[nH]n2)c(C)c1
8	-10	6	-2	0.7	i	15	-14	5	3	2	Cc1ccc(C)c(NC(=O)c2ccccc2Sc2ccc([N+](=O)[O-])cc2Cl)c1
9	45	-1	2	1.3	i	-13	2	-9	3	25	O=C(CCS(=O)(=O)c1ccc(Br)cc1)Nc1ccc2c(c1)OCO2
10	6	1	1	1.9	i	12	4	2	3	-2	Cc1noc(C)c1S(=O)(=O)Nc1ccc(C(=O)N2CCN(c3ccc(Cl)cc3)CC2)cc1
11	-2	-6	1	0.5	i	22	-13	2	5	-3	CCc1c(C(=O)N/N=C/c2ccc(C)o2)csc1C
12	-8	-1	-4	-1.2	i	4	1	-4	3	-2	COc1ccc(CCNCC2C(Oc3ccc(Cl)cc3)C(=O)N2c2ccccc2C)cc1OC (stereo not given)
13	-16	3	-7	2.5	i	-1	1	-12	1	-1	CCOC(=O)CSc1nc2ccccc2c(=O)n1CC1COc2ccccc2O1 (stereo not given)
14	nt	-8	-3	4.7	i	5	-2	-5	2	-8	Cc1ccc(NC(=O)C2(C)CCN2C(=O)c2ccccc2CCc2ccccc2)cc1C (stereo not given)
15	-12	5	5	-0.4	i	-18	5	4	1	-1	C=C1Cn2c(nnc2-c2ccc(Cl)cc2)S1
16	-2	4	4	-0.8	i	-1	2	-11	5	-4	COc1ccccc1NS(=O)(=O)c1cccc(NC(=O)CCNC(=O)c2ccccc2OC)c1
17	-5	-9	-4	-2.3	i	20	-2	2	-2	-3	Cc1nc(CNC(=O)CC2C(=O)NCCN2Cc2ccc(F)cc2)cs1 (stereo not given)
18	-3	-5	-1	-0.6	i	1	1	-2	0	0	CCn1c(SCC(=O)N2CCCCC2C)nc2c1c(=O)n(C)c(=O)n2C (stereo not given)
19	5	-30	-3	-4.3	i	10	-22	-2	3	-1	COc1cccc(C(C)=C2SC(=S)NC2=O)c1
20	-7	-7	0	-0.5	i	22	-11	-5	4	-5	COc1ccccc1N(C(=O)c1snc(C(N)=O)c1N)C(C(=O)NC1CCCC1)c1ccco1 (stereo not given)
21	7	-5	7	-1.6	i	-2	2	3	0	-1	CCN(CC)c1nc(Nc2ccccc2)nc(Oc2ccc(=O)n(C)n2)n1
22	-7	6	0	1.1	i	-5	1	-1	2	4	COC(=O)c1ccccc1S(=O)c1snnc1C (stereo not given)
23	-7	-12	5	-0.3	i	-6	3	2	0	-2	Cc1cccc(C)c1NC(=S)/N=C/N(C)C
24	7	12	0	7.0	i	-4	3	4	4	-4	COc1ccc(C(=O)NCCCc2nc3ccccc3n2Cc2cc(C)ccc2C)cc1OC
25	1	5	-3	-0.4	i	-1	0	0	0	0	O=C(O)/C=C/C(=O)N1CCN(c2ccc(F)cc2)CC1
26	0	-4	-1	-0.2	i	-5	4	7	1	8	NC(=O)COc1ccc(/C=C2\C(=O)ON=C2c2ccccc2)cc1
27	-10	-5	1	-2.1	i	14	5	-5	-2	27	CCC(=O)Nc1ccc(Nc2nc(Cl)nc(Nc3ccc(NC(=O)CC)cc3)n2)cc1
28	3	9	2	0.2	i	23	3	1	0	-1	O=c1nc(SCc2ccccc2Cl)nc(-c2ccc(Cl)cc2)[nH]1
29	-4	2	-26	2.8	i	20	-4	8	3	-2	COc1cc(NC(=S)N2CCN(C(c3ccccc3)c3ccccc3)CC2)cc(OC)c1
30	-1	-1	-3	3.7	i	-9	8	1	-2	-20	COc1ccc(C(c2c(C)[nH][nH]c2=O)c2c(C)[nH][nH]c2=O)cc1Br

# (cont.)
entry	Scp1 inh	CendR NRP1 mod	MT1-MMP act inh	LMPTP inh	Rpn11 inh	SKN-1 inh	SUMO1 PPI mod	NadD inh	STEP inh	DNMT1 inh	SMILES
31	-23	-6	2	3.2	i	-7	10	-5	2	-3	COc1ccc(NC(=O)c2cn(-c3ccccc3)nc2SC)cc1
32	0	2	3	0.6	i	-9	1	-2	-7	5	CCC(CC)c1nnc(NC(=O)Oc2ccccc2)s1
33	-5	2	3	-0.2	i	0	2	-5	-2	0	COc1ccc(C2(C)NC(=O)N(CC(=O)NCc3ccccc3)C2=O)cc1OC (stereo not given)
34	-2	-2	0	-0.9	i	5	0	-1	-2	0	CCc1ccc(NC2=NCC(=O)N2c2ccc3c(c2)OCCO3)cc1
35	nt	-4	1	-0.6	i	-13	-7	0	1	3	Cc1oc2c(c(C)cc3oc(=O)c(CC(=O)NCC(=O)NCC(=O)O)c(C)c32)c1C
36	-21	-2	4	-1.2	i	11	-2	-15	-5	3	CCC(C(=O)c1ccccc1)N(C(=O)c1ccccc1Cl)N1C(=O)C2C3C=CC(C3)C2C1=O (stereo not given)
37	-9	-3	3	-0.3	i	22	-1	-4	-2	-2	COc1ccc2c(=O)c(C(=O)NCc3ccccc3)c[nH]c2c1
38	7	-4	-7	-1.5	i	-6	0	-2	-1	2	COc1ccc(NS(=O)(=O)c2ccc(O)c(C(=O)OCC(=O)NC(C)C3CC4CCC3C4)c2)cc1 (stereo not given)
39	nt	-6	0	-1.1	i	-5	-2	-2	1	8	C[C@H]1CN([C@@H](C)CO)C(=O)c2cc(-c3cccc(F)c3)cnc2O[C@@H]1CN(C)S(C)(=O)=O
40	-1	-11	4	-1.3	i	-22	0	-3	-3	6	O=C(CN1CCN(S(=O)(=O)c2ccc(F)cc2)CC1)Nc1ccc2c(c1)OCCO2
41	-1	-5	1	-1.5	i	-3	-16	-9	-2	0	Cc1ccc(C(=O)N/C(=C\c2cn(C)c3ccccc23)C(=O)NCCCN2CCOCC2)cc1
42	-11	10	3	0.0	i	2	0	-6	1	0	Cc1ccc(S(=O)(=O)N(C)c2ccccc2C(=O)Nc2ccc3c(c2)OCCO3)cc1
43	-3	3	-4	-1.2	i	-8	-1	-1	-4	1	O=C(NC(=S)Nc1cccc(Cl)c1N1CCCC1)c1ccc(-c2cccc([N+](=O)[O-])c2)o1
44	-4	-8	4	-3.0	i	7	5	-6	0	1	Cn1cc(S(=O)(=O)Nc2ccc(F)c(Cl)c2)c(=O)n(C)c1=O
45	3	2&-4	-2&6	12&5.4	i	10&10	6&0	6&6	6	-11	CCCCNc1c(-c2ccc(SC3CCCCC3)c(OC)c2)nc2ccc(C)cn12
46	-6	0	-1	-1.8	i	-1	3	-1	0	1	CCOC(=O)C1(Cc2ccccc2C)CCCN(Cc2ccc(NC(C)=O)cc2)C1 (stereo not given)
47	-8	-6	1	-1.4	i	9	-1	-2	0	2	CC(C)CC(=O)Nc1ccc(N2CCN(S(C)(=O)=O)CC2)cc1
48	-7	-8	1	-1.5	i	20	3	-8	0	3	COc1ccc(C(=O)Nc2cc3c(cc2C(=O)O)OCCCO3)c(OC)c1

# Assay outcomes from PubChem BioAssay.
